mIAP block = blocks mouse intestinal alkaline phosphatase. purified mouse IAP, CDP-Star luminescence, 30 min. inhibition, % at 10 µM. 0.2% of 330,000 active;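 active = inhibition of at least 40% at 10 µM in the primary screen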;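 also: plate controls were DMSO with enzyme for no effect and no enzyme wells for full effect; values of inactives mirror those of a sister screen read the other way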
mIAP activ = increases mouse intestinal alkaline phosphatase activity; muIAP, CDP-Star luminescence, 30 min; active compounds read high; 1 = vehicle-only enzyme signal, 0 = enzyme-free wells; activation factor at 10 µM; 0.24% of 330,000 active; AID 2805;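 active = activation factor of at least 2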; also: the source names both 10 and 20 µM as test concentration; values of inactives mirror those of a sister screen read the other way
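Assay system: mouse IAP enzyme; reagent: chemiluminescent substrate CDP-Star; dosing: test compounds delivered from DMSO solution; schedule: 30 min at room temperature; measured by: luminescence from enzymatic CDP-Star hydrolysis; controls: DMSO-only wells and no-enzyme negative control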
ATG4B inhibitor = inhibitors of human ATG4B cysteine protease. Q9Y4P1. ATG4B cleavage of LC3-PLA2, NBD-HPC fluorescence, 1 h. inhibition, % at 8.33 µM. 0.51% of 340,000 active. AID 504462; in the data active = inhibition above about 40%
Target sequence (Q9Y4P1 whole entry, looked up): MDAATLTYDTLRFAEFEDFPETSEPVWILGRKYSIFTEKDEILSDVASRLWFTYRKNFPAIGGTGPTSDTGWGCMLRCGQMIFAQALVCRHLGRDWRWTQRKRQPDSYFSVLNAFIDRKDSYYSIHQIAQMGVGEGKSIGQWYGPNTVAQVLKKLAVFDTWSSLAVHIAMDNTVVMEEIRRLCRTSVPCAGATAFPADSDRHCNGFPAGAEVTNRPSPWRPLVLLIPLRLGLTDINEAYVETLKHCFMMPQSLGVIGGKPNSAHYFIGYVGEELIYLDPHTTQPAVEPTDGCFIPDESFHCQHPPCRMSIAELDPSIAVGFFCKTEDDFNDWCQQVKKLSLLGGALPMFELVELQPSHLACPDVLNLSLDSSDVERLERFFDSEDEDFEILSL
tim10-1 inh = growth inhibitors of tim10-1 mutant yeast; S. cerevisiae tim10-1 ts strain growth, BacTiter-Glo, 24 h; 2.2% of 330,000 active; inhibition, % at 20 µM;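 active = inhibition of at least 40%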;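 also: mutant grown at 25 °C; 0% = DMSO wells with yeast and 100% = wells holding no yeast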
hIAP inh = human IAP inhibition; P09923; purified IAP, CDP-Star luminescence, 30 min; inhibition, % at 10 µM; 0.12% of 330,000 active;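 active = inhibition reaching a set limit with compound at 10 µM in the primary screen, cut at about 35% in these data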;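 also: plate controls were DMSO wells with enzyme for no effect and no-enzyme buffer wells for full effect; values of inactives mirror those of a sister screen read the other way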
Target sequence (P09923 whole entry, looked up): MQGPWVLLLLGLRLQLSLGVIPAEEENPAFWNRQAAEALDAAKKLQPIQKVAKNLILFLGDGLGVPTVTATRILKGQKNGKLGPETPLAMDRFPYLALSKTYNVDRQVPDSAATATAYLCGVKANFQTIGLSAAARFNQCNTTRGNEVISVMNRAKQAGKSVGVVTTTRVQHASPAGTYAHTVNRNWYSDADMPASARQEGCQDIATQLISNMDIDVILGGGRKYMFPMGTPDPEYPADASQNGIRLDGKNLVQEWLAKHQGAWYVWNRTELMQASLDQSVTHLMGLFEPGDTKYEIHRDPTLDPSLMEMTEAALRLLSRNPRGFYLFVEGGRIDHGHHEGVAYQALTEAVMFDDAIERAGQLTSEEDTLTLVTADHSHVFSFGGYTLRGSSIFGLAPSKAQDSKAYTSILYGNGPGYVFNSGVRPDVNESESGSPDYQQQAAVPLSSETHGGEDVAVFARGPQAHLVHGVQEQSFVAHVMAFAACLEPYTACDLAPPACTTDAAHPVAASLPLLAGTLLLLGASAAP
NALP3 yeast inh = inhibitors of NALP3 inflammasome in yeast; Yeast reconstituted NLRP3/ASC/caspase-1, beta-gal luminescence, 24 h; AID 2825; inhibition, % at 10 µM; 0.39% of 330,000 active;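 active = inhibition of 50% or more; inactive = inhibition below 50%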;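 also: plate controls were induced DMSO wells for no effect and uninduced yeast grown without galactose for full effect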
Apaf-1 inh = inhibitors of human Apaf-1 apoptosome | O14727 | reconstituted apoptosome caspase-3 activity, DEVD-Rh110 fluorescence | inhibition, % at 20 µM | 0.71% of 330,000 active | AID 489030; active = inhibition of at least 40% at 20 µM;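 also: plate controls were DMSO wells for no effect and DEVD-CHO caspase inhibitor wells for full effect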
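System: Apoptosome proteins | Medium: Hepes pH 7.5 with detergent and BSA | Also added: Cytochrome c trigger plus (Z-DEVD)2-Rh110 caspase-3 substrate | Incubation: 30 min compound preincubation, 50 min activation, room temperature | Detection: Rhodamine 110 fluorescence at Ex 480/Em 540 nm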
hIAP activ = human IAP activation; AID 2524; activation factor at 10 µM; purified human IAP, CDP-Star luminescence, 30 min; active compounds read high; 1 = vehicle-only enzyme, 0 = enzyme-free background; P09923; 0.16% of 330,000 active;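 active = activation factor of the enzyme at least 2-fold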; also: the source names both 10 and 20 µM as test concentration; values of inactives mirror those of a sister screen read the other way
TIM10 inh = growth inhibitors of TIM10 yeast strain; inhibition, % at 10 µM; 1.4% of 330,000 active; S. cerevisiae TIM10 strain growth, BacTiter-Glo luminescence, 24 h;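 active = inhibition of 40% or more at the single tested concentration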;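 also: wild-type TIM10 isogenic control strain grown at permissive 25 °C; 0% = DMSO yeast wells and 100% = minimal medium wells without yeast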
* = called active by the depositor; · = no result given.

1) COc1ccc(-c2nn(-c3ccccc3)cc2C(=O)n2nnc3ccccc32)cc1
2) CCC(=O)N1CCCn2c1nc1ccccc12
3) CC(=O)c1cc2c(cc1NC(=O)CN1CCN(c3cccc(C(F)(F)F)c3)CC1)OCO2
4) Cc1ccnn1CCC(=O)O
5) O=C(c1cc(Cl)ccc1Cl)N1CCOCC1
6) O=C(CCNC(=O)c1ccc(Br)cc1)Nc1ccc(S(=O)(=O)N2CCOCC2)cc1
7) CN(C)c1cccc(C(=O)NNC(=S)NC2CCCC2)c1
8) O=C1CC(=O)CC(c2ccccc2Cl)C1
9) CCN(CC(=O)NCc1cccs1)C(=O)c1cc(Br)ccc1O
10) COc1ccc(C=O)cc1COc1ccc2c(c1)OCO2
assay / entry	1	2	3	4	5	6	7	8	9	10
mIAP block	7	1	6	22	-2	-3	14	-3	2	6
mIAP activ	0.93	0.99	0.94	0.78	1	1	0.86	1	0.98	0.94
ATG4B inhibitor	-5	-6	-3	4	-1	-8	-1	16	-8	-2
tim10-1 inh	33	7	14	-3	-10	7	9	25	9	22
hIAP inh	18	-18	-13	-7	14	-14	-65	-6	-6	1
NALP3 yeast inh	6	-1	17	-1	21	10	18	12	-13	17
Apaf-1 inh	2	-8	-1	0	-26	13	2	-15	14	2
hIAP activ	0.82	1.2	1.1	1.1	0.86	1.1	1.6	1.1	1.1	0.99
TIM10 inh	19	-8	25	-22	-1	5	7	-7	11	1

11) COc1ccc(NC(=O)Nc2ccc(CC(=O)O)cc2)cc1
12) COCCCN1C(=O)C(O)=C(C(=O)c2ccco2)C1c1ccc(Br)cc1 (centres undefined)
13) CCCC1(C(=O)O)NC(c2ccc(OC)cc2O)C2C(=O)N(c3ccc(OC)cc3)C(=O)C21 (centres undefined)
14) CCCn1c(SCc2nc3sc(C)c(C)c3c(=O)[nH]2)nc2ccccc2c1=O
15) O=C(CCN1CCN(Cc2ccccc2)CC1)Nc1cccc(Br)c1
16) Cc1cccc(C)c1OCC(=O)Nc1ccc(N2CCOCC2)cc1
17) CCOc1ccc(NC(=O)c2cc([N+](=O)[O-])ccc2N2CCOCC2)cc1
18) COc1ccc(C2(C(=O)Nc3ccc(S(N)(=O)=O)cc3)CCCC2)cc1
19) Cc1ccc(SCC(=O)c2c(C)[nH]c3ccccc23)cc1
20) O=C(CCCc1ccccc1)NCCCN1CCOCC1
assay / entry	11	12	13	14	15	16	17	18	19	20
mIAP block	-3	-8	-4	2	-4	10	-1	-9	-3	-6
mIAP activ	1	1.1	1	0.98	1	0.9	1	1.1	1	1.1
ATG4B inhibitor	4	-4	0	3	-7	-5	-7	-6	3	-5
tim10-1 inh	1	13	-11	15	26	20	-12	-1	12	7
hIAP inh	-24	6	-36	14	-1	4	2	0	13	-8
NALP3 yeast inh	23	-10	13	4	19	20	21	10	-4	-2
Apaf-1 inh	-1	23	-4	2	7	0	11	-3	9	1
hIAP activ	1.2	0.94	1.4	0.86	1	0.96	0.97	1	0.87	1.1
TIM10 inh	-1	7	2	10	-2	11	-12	-16	14	-8

Two successive entries already listed, quoted:
19) Cc1ccc(SCC(=O)c2c(C)[nH]c3ccccc23)cc1
20) O=C(CCCc1ccccc1)NCCCN1CCOCC1
assay / entry	19	20
mIAP block	-3	-6
mIAP activ	1	1.1
ATG4B inhibitor	3	-5
tim10-1 inh	12	7
hIAP inh	13	-8
NALP3 yeast inh	-4	-2
Apaf-1 inh	9	1
hIAP activ	0.87	1.1
TIM10 inh	14	-8

Down the list, quoted from above.
Nos. 11–20 in mIAP activ: 1, 1.1, 1, 0.98, 1, 0.9, 1, 1.1, 1, 1.1
Nos. 11–20 in hIAP activ: 1.2, 0.94, 1.4, 0.86, 1, 0.96, 0.97, 1, 0.87, 1.1

The list goes on:
21) CNc1snc(C)c1C(=O)OC(C)C(=O)c1ccc(F)cc1 (centres undefined)
22) CCOC(=O)c1cc2c(s1)-c1c(C)cccc1OC2
23) OCCN1CNC(=S)NC1
24) CCCCOc1cccc(OCC(=O)Nc2nc3ccccc3[nH]2)c1
25) COc1ccc(C2CC(c3ccco3)n3ncnc3N2)cc1 (centres undefined)
26) Cc1c(C(=O)N2CCCCC2C)sc2ncnc(N3CCc4ccccc4C3)c12 (centres undefined)
27) CCc1c(C)sc(NC(=O)c2cc(C)no2)c1C#N
28) NS(=O)(=O)c1ccc(CCNCc2ccccc2OCc2ccc(Cl)cc2)cc1
29) O=c1[nH]c2ccccc2n1C1=CCCC1
30) Cc1cc(C)cc(C(=O)NC(=S)Nc2ccc(-c3cc4ccccc4oc3=O)cc2)c1
assay / entry	21	22	23	24	25	26	27	28	29	30
mIAP block	7	-21	-2	14	0	10	10	-1	-6	14
mIAP activ	0.93	1.2	1	0.86	1	0.9	0.9	1	1.1	0.86
ATG4B inhibitor	-24	-17	3	2	4	3	-4	-3	2	0
tim10-1 inh	21	40	4	14	24	23	26	3	-7	10
hIAP inh	6	-8	-14	-10	5	2	18	-14	-3	4
NALP3 yeast inh	9	16	-6	29	9	12	29	12	25	7
Apaf-1 inh	-3	23	-24	5	-1	11	6	19	2	6
hIAP activ	0.94	1.1	1.1	1.1	0.95	0.98	0.82	1.1	1	0.96
TIM10 inh	4	-2	20	12	12	25	21	5	-7	-4

Entries of single compounds, quoted from the list. Order of values: mIAP block, mIAP activ, ATG4B inhibitor, tim10-1 inh, hIAP inh, NALP3 yeast inh, Apaf-1 inh, hIAP activ, TIM10 inh
O=c1[nH]c2ccccc2n1C1=CCCC1 reads -6, 1.1, 2, -7, -3, 25, 2, 1, -7
CCc1c(C)sc(NC(=O)c2cc(C)no2)c1C#N reads 10, 0.9, -4, 26, 18, 29, 6, 0.82, 21

More results follow.
31) COc1ccc(NC(=O)COC(=O)COc2cccc(Br)c2)cc1OC
32) N#Cc1cc2c(nc1SCC(=O)Nc1sc3c(c1C#N)CCC3)CCCCC2
33) C/C(=N/O)c1c(O)c(C)c(-c2ccccc2)n(-c2ccccc2)c1=O
34) Cc1cc(C)n2nc(SCCC(=O)NCCc3ccccc3)nc2n1
35) CCOc1cccc2sc(NC(=O)CC)nc12
36) Cc1ccc(C(C(=O)NCC2CCCO2)N(C(=O)c2snc(C(N)=O)c2N)c2ccc(C(C)C)cc2)o1 (centres undefined)
37) COc1cc(C(C)=O)ccc1OCC(O)CN1CCN(c2ccc(C)cc2C)CC1 (centres undefined)
38) C=CCN1C=C2C(=O)C(C)(OC(=O)c3ccco3)C(=O)C(C=C)=C2C=C1C1CC1 (centres undefined)
39) CCc1ccc(-c2cc3c(=O)n(CC(=O)N4CCCC4)nc(C)n3n2)cc1
40) CC(=O)Oc1ccc(-c2cccc(C(=O)NCC(=O)O)c2)cc1
assay / entry	31	32	33	34	35	36	37	38	39	40
mIAP block	-5	11	8	-1	0	7	-6	7	-10	9
mIAP activ	1	0.89	0.92	1	0.99	0.93	1.1	0.93	1.1	0.91
ATG4B inhibitor	-6	-4	-2	5	-8	14	-6	·	10	-1
tim10-1 inh	7	9	25	2	17	33	-13	-1	-1	7
hIAP inh	-3	5	-2	14	16	19	2	20	18	0
NALP3 yeast inh	2	-7	21	-4	8	16	14	15	7	-15
Apaf-1 inh	6	-6	0	-10	-13	19	7	23	12	-16
hIAP activ	1	0.95	1	0.86	0.84	0.81	0.98	0.8	0.82	1
TIM10 inh	-22	-7	19	-11	11	3	-7	10	0	2

41) CCC(=O)Nc1ccc(C(=O)CN2C(=O)NC3(CCCCCC3)C2=O)cc1
42) COc1ccc(OCC(=O)OCCN2C(=O)c3ccccc3C2=O)cc1
43) CC(C)OC(=O)Nc1ccc2c(c1)N(C(=O)N1CCN(C)CC1)c1ccccc1CC2
44) CCS(=O)(=O)c1ccc(O)c(NC(=O)c2cc(OC)c(OC)c(OC)c2)c1
45) CN(C)/C=C(\C#N)C(=O)N/N=C/c1ccccc1
46) CCc1cc(-c2n[nH]c(C)c2-c2nc(C)cs2)c(O)cc1OC
47) COc1ccc(S(=O)(=O)N(CCC#N)Cc2ccco2)cc1OC
48) CCOC(=O)c1nnn(-c2nonc2N)c1CN1CCCCCC1
49) CCCCCCn1c(NCC)nc2c1c(=O)[nH]c(=O)n2C
50) COc1cccc(NC(=O)COc2cc(C)cc3oc(=O)cc(C)c23)c1
assay / entry	41	42	43	44	45	46	47	48	49	50
mIAP block	5	-1	-14	4	0	6	1	6	14	4
mIAP activ	0.95	1	1.1	0.96	0.99	0.94	0.99	0.94	0.86	0.96
ATG4B inhibitor	-5	-3	-13	-1	-4	-5	-7	-1	-13	6
tim10-1 inh	2	13	-8	8	7	32	-7	2	15	0
hIAP inh	-6	17	-13	14	4	-78	-15	21	1	-28
NALP3 yeast inh	1	7	8	11	-2	11	11	22	15	13
Apaf-1 inh	-9	3	-7	-19	-12	18	-14	4	-11	8
hIAP activ	1.1	0.83	1.1	0.86	0.96	1.8	1.2	0.79	0.99	1.3
TIM10 inh	12	-12	-1	1	3	27	-8	1	2	-9

51) CCN1CCN(Cc2cc(=O)oc3cc(C)cc(C)c23)CC1
52) COc1ccc(C2(CNC(=O)c3ccc(OCC(C)C)cc3)CCOCC2)cc1
53) COc1cc(CN2CCN(C(=O)CC(C)C)CC2)cc(OC)c1OC
54) O=C(C1=C[C@H](c2csc3ccccc23)C[C@H](OCc2ccc(CO)cc2)O1)N1CCOCC1
55) Cc1cccc(NC(=O)CSc2nc3[nH]ncc3c(=O)[nH]2)c1C
56) Cc1cc(C)n(CC(=O)n2nc(C)cc2C)n1
57) CCCCOc1ccc(OC(=O)c2cccnc2)cc1
58) O=C(NNc1cc(Cl)cc(Cl)c1)C1CCC1
59) CC(/C=N/NC(=O)CSc1n[nH]c(=O)[nH]c1=O)=C\c1ccccc1
60) O=S(=O)(NCc1ccccc1Br)c1ccccc1Br
assay / entry	51	52	53	54	55	56	57	58	59	60
mIAP block	4	-2	-2	-1	-4	-8	-8	-10	-13	-2
mIAP activ	0.96	1	1	1	1	1.1	1.1	1.1	1.1	1
ATG4B inhibitor	2	-7	-6	-15	2	-12	-2	-9	8	1
tim10-1 inh	1	38	6	3	16	6	18	1	-1	5
hIAP inh	12	-7	11	3	-1	6	9	-6	-10	0
NALP3 yeast inh	-7	13	1	11	6	7	27	13	-2	8
Apaf-1 inh	-1	16	2	10	3	-2	5	7	0	6
hIAP activ	0.88	1.1	0.89	0.97	1	0.94	0.91	1.1	1.1	0.99
TIM10 inh	1	23	9	8	-8	-3	-4	-6	-9	5

61) COc1ccc(S[C@@H](CCN2CC[C@H](O)CCC2=O)c2ccccc2)cc1
62) Nc1nn(-c2ccccc2Cl)cc1-c1nn[nH]n1
63) COc1cccc(N2CCN(CC(=O)NC3=Nc4ccccc4N=C(C)C3c3ccccc3)CC2)c1 (centres undefined)
64) CCc1ccc(OCC(O)CN2CCN(c3ccc(OC)cc3)CC2)cc1 (centres undefined)
65) c1ccc(NC2=NCCN2CCCC2CCCC2)cc1
assay / entry	61	62	63	64	65
mIAP block	-7	0	2	-5	-6
mIAP activ	1.1	1	0.97	1.1	1.1
ATG4B inhibitor	-5	-1	2	-9	-6
tim10-1 inh	-4	9	11	-109	13
hIAP inh	-6	-23	10	1	-9
NALP3 yeast inh	10	25	10	28	28
Apaf-1 inh	7	-9	8	6	6
hIAP activ	1.1	1.2	0.91	0.99	1.1
TIM10 inh	3	1	16	-125	0

Assay outcomes as filed in PubChem.
